F508del corr = correctors of CFTR F508del function in bronchial epithelial cells. activity (quench increase), % at 7.58 µM. AID 720511. hit rate 0.36% among 350,000. CFBE cells, YFP halide quenching; stimulated with forskolin plus potentiator P3; % fluorescence drop versus neutral controls;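 active = mean added fluorescence quench of at least 8% versus neutral control, with both replicates also reaching 8%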;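 also: cells transiently co-express mutant CFTR-F508del with the halide-sensitive YFP; corrector assay measuring rescue of mutant channel to the surface after 24 h compound exposure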
INS-1E GSIS act = GLuc luminescence reporter in INS-1E cells, primary screen for activators of glucose-dependent secretion of insulin; INS-1E GLuc reporter insulin secretion, 2-3 h; activation, % at 16.6 µM; hit rate 0.61% among 370,000; AID 743287;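 active = lowest replicate activation of at least 40%, so every replicate reaches that level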;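 also: 0% = median of neutral control wells and 100% = median of IBMX positive control wells; some compounds called inactive have numbers as strong as hits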
C2C12 statin = suppression of simvastatin myotoxicity; C2C12 myotubes + simvastatin, ATP luminescence, 48 h; scaled: DMSO 0, geranylgeraniol control 100; rescue of ATP level, % at 7.49 µM; hit rate 0.78% among 330,000;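 active = mean ATP rescue above about 67%, or every replicate alone reaching that limit, limit read from the data, passing the limit was not always enough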;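 also: myotubes were challenged with 10 µM simvastatin during compound exposure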
PGC1a acetyl inh = modulators of PGC1a acetylation | U2OS PGC1a acetylation, AlphaScreen anti-acetyl-lysine; with virally co-expressed GCN5 acetyltransferase | inhibition, % at 15.6 µM | hit rate 0.17% among 350,000 | AID 651687;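 active = every replicate shows inhibition of at least 40%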;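 also: 0% = neutral control wells and 100% = positive control wells; some results beyond the cut were filed as inactive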
miR-122 sensor = blocks miR-122 activity in Huh7 sensor cells; hit rate 0.3% among 340,000; AID 602342; Huh7 miR-122 Renilla luciferase sensor, 48 h; neutral wells = 0, positive control = 100; activation (reporter increase), % at 12.5 µM;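 active = mean replicate activation score at least 90 and every replicate individually at or above 90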;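 also: higher luciferase means less miR-122 activity so hits act as miR-122 inhibitors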
Cneo AK release = causes C. neoformans cell lysis; AID 651654; hit rate 0.2% among 360,000; lysis activity, % at 15 µM; adenylate kinase release luminescence, 4 h; normalised: neutral wells 0, clomiphene wells 100;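 active = mean lysis activity across replicates of at least 80%, whatever share of replicates individually reach that level; inactive = mean lysis activity below 80%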
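Signal: Adenylate kinase release luminescence | Assay system: Log-phase Cryptococcus neoformans yeast cells | Input: Cells at 5 × 10^6 per mL | Buffer or medium: Fresh YPD growth medium | Compound: Single dose | Schedule: Static 4 h at 37 °C with compound, 1 h detection | Controls: Clomiphene | Read-out: Luminescence rise reflecting yeast cell lysis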
PglD DTNB = blocks C. jejuni PglD acetyltransferase activity; purified PglD enzyme, DTNB colorimetric CoA detection; inhibition, % at 12.5 µM; hit rate 0.098% among 360,000; in the data active = inhibition above about 16%, passing the limit was not always enough; also: strong numbers were not always called active
FN deposition inh = fibronectin deposition inhibition; AH1F fibroblasts, Alexa488-fibronectin deposition fluorescence, overnight; inhibition, % at 12.6 µM; hit rate 0.086% among 350,000; AID 743247;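 active = mean inhibition across replicates of 30% or more, regardless of how many single replicates reach that level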;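 also: positive control wells lacked labelled fibronectin entirely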
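Assay system: AH1F fibroblasts / Quantity: 10000 cells per well / Medium: DMEM plus 2% serum, read in PBS / Reagent: labelled fibronectin 24 nM / Dosing: single dose, pinned / Times: 1 h cell attachment, overnight exposure to compound and label / Signal: fluorescence, ex 485 nm, em 525 nm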
Starred values were filed as active, the others as inactive; · = not tested or not shown; [ ] = remark or other dose. This is a random part of the collection, and some 2.1% of all compounds hit somewhere here.

No.	SMILES	F508del corr	INS-1E GSIS act	C2C12 statin	PGC1a acetyl inh
1	COc1ccc(Nc2ccc(OC)cc2)cc1	1.0	4	·	-12
2	CCn1cc(C(=O)N2CCCC(N3CCN(c4cccc(C(F)(F)F)c4)CC3)C2)cn1 (stereo unspecified)	-6.2	2	0	-6
3	CN1CCN(NC(=O)Nc2ccc([N+](=O)[O-])cc2)CC1	-2.9	-8	·	·
4	CC12CCC(=O)N1C(C(=O)NNC(=O)c1ccccc1Cl)CS2 (stereo unspecified)	-1.2	7	26	-4
5	CC1CN(S(=O)(=O)c2ccc(-c3nc4ccccc4s3)cc2)CC(C)O1 (stereo unspecified)	·	·	-7	1
6	O=C(Cn1c(=O)[nH]c2ccccc2c1=O)N1CCN(c2cccc(Cl)c2)CC1	5.0	6	7	0
7	COc1ccc(NC(=O)CN2C(=O)C(=O)N(C3CCCC3)C2=O)c(OC)c1	0.9	0	7	3
8	COc1ccc(N2C(=O)CC(Sc3nnc(-c4ccccc4)o3)C2=O)cc1 (stereo unspecified)	·	·	-73	-15
9	CCC(=O)Nc1ccc(C(=O)N2CCN(C(=O)c3ccco3)CC2)cc1	-0.1	2	13	0
10	COc1ccc(NC(=O)N2CCCCN3[C@H](CO)[C@H](c4ccc(C#Cc5ccccn5)cc4)[C@@H]3C2)cc1	0.2	-6	34	5
11	O=C(O)c1ccc2c(c1)C(c1ccccc1)OC2=O (stereo unspecified)	·	·	·	·
12	Cc1ccc(-n2c(CSc3nc(C)cc(C)n3)nnc2SCC(=O)Nc2nccs2)cc1	-0.6	-1	·	-1
13	Cc1cccc2cc(CN(Cc3ccco3)C(=O)c3ccco3)c(=O)[nH]c12	1.6	7	0	·
14	CCOc1nc(NCCc2ccc(OC)c(OC)c2)nc(N2CCN(c3ccc(OC)cc3)CC2)n1	·	·	-28	2
15	Cc1cc(C(F)(F)F)nn1Cc1n[nH]c(=S)n1-c1ccc(Cl)cc1	·	·	13	14

No.	miR-122 sensor	Cneo AK release	PglD DTNB	FN deposition inh
1	3	-2	1	11
2	·	15	-3	-13
3	·	-2	-2	-9
4	0	1	4	-14
5	-5	-2	1	·
6	-6	1	-1	2
7	-6	-1	0	-13
8	-2	-6	5	1
9	2	-1	-24	-9
10	3[16.7 µM]	1	-2	·
11	-22	0	-4	6
12	·	0	5	-9
13	·	0	-1	-4
14	1	2	5	·
15	5	12	-3	·

Next structures.
No.	SMILES	F508del corr	INS-1E GSIS act	C2C12 statin	PGC1a acetyl inh
16	CCc1c(C)c(C#N)c2nc3ccccc3n2c1Nc1c(C)n(C)n(-c2ccccc2)c1=O	·	·	12	·
17	C[C@@H]1CN([C@@H](C)CO)C(=O)c2cc(NS(=O)(=O)c3cccs3)ccc2O[C@@H](C)CCCCO[C@H]1CN(C)C(=O)c1ccccc1	2.8	-15	6	·
18	Cn1c(CCN2CCCC2)nc2cc(NS(=O)(=O)c3ccc(Cl)cc3)ccc21	5.0	-21	-1	9
19	C[C@@H]1CN([C@@H](C)CO)C(=O)c2cccc(NC(=O)NC3CCCCC3)c2O[C@@H]1CN(C)C(=O)Nc1cccc2ccccc12	4.3	-21	-38	0
20	CC1(C)Cc2noc(N)c2C(C)(C)N1OC(=O)c1scc2c1OCCO2	·	·	-21	3
21	O=[N+]([O-])c1ccc(CCn2ccnc2)cc1	0.5	-16	19	·
22	O=C(COC(=O)c1ccc(Br)cc1)Nc1cccnc1Cl	-1.1	-1	2	11
23	OC(CNC1CCCCC1)CON=C1CCSc2c(Cl)cccc21 (stereo unspecified)	4.5	·	-16	4
24	CCc1ccc(OCC(=O)NC(C)C)cc1	0.6	12	3	6
25	CCOC(=O)c1cn(CC(=O)Nc2ccc3c(c2)OCCO3)nn1	·	·	6	-2
26	Cc1cc(C)c(C)c(S(=O)(=O)NCc2ccc(C(=O)N3CCCC3)cc2)c1C	2.9	-3	1	-10
27	Cc1oc2cc3oc(=O)c(CCC(=O)NCCCN4CCCC4=O)c(C)c3cc2c1C	-2.3	-9	6	-8
28	Cn1c(COc2ccc(Cl)cc2Cl)nnc1SCC(=O)NCC1CCCO1 (stereo unspecified)	-0.2	-7	5	2
29	COc1ccc(CN2CC(=O)N(c3ccc(C)cc3)C2=S)cc1OC	·	9	·	7
30	C[C@H](CO)N1C[C@H](C)[C@@H](CN(C)C(=O)Nc2ccccc2)Oc2cc(C#CC3(O)CCCC3)ccc2S1(=O)=O	-2.0	-3	-13	0

No.	miR-122 sensor	Cneo AK release	PglD DTNB	FN deposition inh
16	2	0	-1	-3
17	-5[16.7 µM]	-1	1	-6
18	6	4	3	1
19	-4[16.7 µM]	3	1	-8
20	-4	4	·	·
21	-2	-4	2	-5
22	·	-1	2	4
23	·	-2	1	1
24	2	1	2	·
25	-5	4	-6	0
26	-3	5	-2	-13
27	-8	0	2	·
28	-8	1	1	0
29	-3	3	0	·
30	3[16.7 µM]	-5	0	-8

Gathered by group, the compounds so far with a nitro group on carbon
No.	SMILES	F508del corr	INS-1E GSIS act	C2C12 statin	PGC1a acetyl inh
3	CN1CCN(NC(=O)Nc2ccc([N+](=O)[O-])cc2)CC1	-2.9	-8	·	·
21	O=[N+]([O-])c1ccc(CCn2ccnc2)cc1	0.5	-16	19	·

No.	miR-122 sensor	Cneo AK release	PglD DTNB	FN deposition inh
3	·	-2	-2	-9
21	-2	-4	2	-5

Additional compounds follow:
No.	SMILES	F508del corr	INS-1E GSIS act	C2C12 statin	PGC1a acetyl inh
31	CO/N=C/NC(=O)c1c(OC)ccnc1Oc1cccc(C(F)(F)F)c1	·	-1	5	-1
32	O=C1CC(N2CCN(c3nc4ccccc4s3)CC2)C(=O)N1c1ccc(F)cc1 (stereo unspecified)	·	·	-7	7
33	Cn1cc(C(F)(F)F)nc1-c1ccc(OCC(O)CNCCOc2ccc(O)c(C(N)=O)c2)cc1 (stereo unspecified)	0.9	·	0	15
34	NC(=O)c1cc(Cl)ccc1OCC(=O)NC1CC1	9.0*	19	-11	2
35	Cc1cc(C)n2c(nc3ccccc32)c1C(=O)NN	-0.4	12	·	-6
36	CO[C@@H]1CN(C)C(=O)c2cc(NC(C)=O)ccc2OC[C@@H](C)N(C(=O)c2ccncc2)C[C@H]1C	-0.2	12	4	9
37	COc1ccc(/C(C)=N/NC(=O)c2cccc(S(=O)(=O)N3CCCC3)c2)c(O)c1	9.8*	9	-5	·
38	COc1ccc(-c2cc3c(=O)n(CC(=O)NCCCN4CCC(Cc5ccccc5)CC4)ncn3n2)cc1	-2.5	22	-10	-2
39	O=C(CN1CCOCC1)N[C@@H]1CC[C@H](CCn2cc(C3CCCC3)nn2)O[C@@H]1CO	-3.8	4	·	16
40	OC[C@H]1[C@H](c2ccc(-c3cccnc3)cc2)[C@H]2CN(CC3CCOCC3)CCCCN21	1.5	·	·	9
41	O=C(CSCc1ccc(F)cc1)N1CCN(c2ccccc2)CC1	·	-10	18	-9
42	O=C1C2C3C=CC(C3)C2C(=O)N1c1ccncc1 (stereo unspecified)	·	·	1	9
43	Cc1cccc(CC(=O)N2CCC(N3CCC(C(=O)N4CCOCC4)CC3)CC2)c1	-1.1	3	5	0
44	COC(=O)c1ccc(NC(=O)c2ccc(CN3CCOCC3)cc2)cc1	·	22	-17	20
45	COc1ccc2ccccc2c1-c1csc(N)n1	-0.1	-3	-2	4

No.	miR-122 sensor	Cneo AK release	PglD DTNB	FN deposition inh
31	-4	3	0	·
32	-5	-8	7	·
33	-10	1	0	-8
34	0	2	-7	-9
35	-4	0	-5	4
36	4[16.7 µM]	-1	0	-1
37	·	-3	1	6
38	-7	-17	4	-7
39	·	·	·	-1
40	4[16.7 µM]	0	1	·
41	4	1	4	-7
42	-8	-1	-6	·
43	1	-1	·	-3
44	-7	-1	1	0
45	-2	-3	-2	0

Next part; it opens with the four that closed the last part.
No.	SMILES	F508del corr	INS-1E GSIS act	C2C12 statin	PGC1a acetyl inh
42	O=C1C2C3C=CC(C3)C2C(=O)N1c1ccncc1 (stereo unspecified)	·	·	1	9
43	Cc1cccc(CC(=O)N2CCC(N3CCC(C(=O)N4CCOCC4)CC3)CC2)c1	-1.1	3	5	0
44	COC(=O)c1ccc(NC(=O)c2ccc(CN3CCOCC3)cc2)cc1	·	22	-17	20
45	COc1ccc2ccccc2c1-c1csc(N)n1	-0.1	-3	-2	4
46	Cc1ccc(S(=O)(=O)NN2C(=O)/C(=C/c3ccc(C(=O)O)cc3)SC2=S)cc1	-1.0	2	2	-2
47	O=C(C[C@H]1CC[C@H](NC(=O)Nc2ccc(F)cc2)[C@H](CO)O1)NCCN1CCCC1	-1.3	9	0	-2
48	C[C@@H]1CN([C@H](C)CO)C(=O)Cc2cc(NS(=O)(=O)c3cn(C)cn3)ccc2O[C@@H]1CN(C)Cc1ccc2c(c1)OCO2	-0.8	3	27	-10
49	O=C(/C=C/c1cccc([N+](=O)[O-])c1)n1cnc2ccccc21	1.6	-27	·	-10
50	Cn1nnnc1SCC(=O)Nc1sccc1C(N)=O	1.4	7	1	-12
51	COC1CCN(C(=O)c2cc(COc3ccc(-n4cncn4)cc3)on2)CC1	3.2	3	-1	7
52	COC(=O)COc1cccc(-n2cnnn2)c1	·	·	·	·
53	CNC[C@@H]1Oc2ccc(NS(=O)(=O)c3ccc(OC)cc3)cc2CC(=O)N([C@@H](C)CO)C[C@H]1C	1.2	-3	-23	-9
54	CC(C)N1CCN(Cc2cccc3nonc23)CC1CCO (stereo unspecified)	-4.2	-12	3	3
55	C=CCn1c(=NC(=O)C2CCCCC2)sc2cc(NC(C)=O)ccc21	-0.2	·	-36	8
56	C[C@H]1CN([C@@H](C)CO)C(=O)c2cc(C#Cc3cccc(F)c3)cnc2O[C@H]1CN(C)C(=O)C1CCCCC1	0.7	-6	-2	-3
57	O=C(CCCN1C(=O)/C(=C\c2ccccc2)SC1=S)Nc1ccc(O)cc1	6.4	-8	·	17
58	C[C@H](CO)N1C[C@H](C)[C@@H](CN(C)Cc2ccc(C(F)(F)F)cc2)Oc2c(NS(=O)(=O)c3ccc(Cl)cc3)cccc2C1=O	1.8	-19	36	-13
59	OCn1c2ccccc2c2ccccc21	0.7	-2	-5	·
60	COc1cccc(-c2nc3ccc([N+](=O)[O-])cc3o2)c1	0.1	3	·	5

No.	miR-122 sensor	Cneo AK release	PglD DTNB	FN deposition inh
42	-8	-1	-6	·
43	1	-1	·	-3
44	-7	-1	1	0
45	-2	-3	-2	0
46	4	0	-3	2
47	·	38	2	-7
48	4[16.7 µM]	-1	1	-24
49	-9	·	·	-3
50	4	0	-3	0
51	-1	1	1	21
52	3	3	0	2
53	1[16.7 µM]	0	0	·
54	-6	1	0	2
55	1	-4	0	-7
56	-7[16.7 µM]	3	-2	·
57	-3	5	-3	-1
58	70[16.7 µM]	2	-3	-8
59	·	1	0	7
60	·	·	·	-5

Compound activity from PubChem BioAssay.
